# PLAP activator – activates human placental alkaline phosphatase; P05187; purified PLAP enzyme, luminescent substrate read-out; hits give high values; actives 1.2% (n = 96,000); activation fold at 20 µM; in the data active means activation fold above about 2
# CYP2C9 act – increases human cytochrome P450 2C9 activity | recombinant CYP2C9, luciferin-H conversion, luminescence; hits give high values; factor 1 = untreated enzyme, 0 = blocked | AID 1024 | activation factor at 5 µM | actives 1.4% (n = 96,000) | P11712;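 active means activation factor of 2 or more for CYP2C9 at a 5 µM dose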;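 further: 0 = sulfaphenazole-blocked wells and 1 = vehicle-only wells; values of inactives mirror those of a sister screen read the other way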
# Target sequence (P11712 whole entry, looked up): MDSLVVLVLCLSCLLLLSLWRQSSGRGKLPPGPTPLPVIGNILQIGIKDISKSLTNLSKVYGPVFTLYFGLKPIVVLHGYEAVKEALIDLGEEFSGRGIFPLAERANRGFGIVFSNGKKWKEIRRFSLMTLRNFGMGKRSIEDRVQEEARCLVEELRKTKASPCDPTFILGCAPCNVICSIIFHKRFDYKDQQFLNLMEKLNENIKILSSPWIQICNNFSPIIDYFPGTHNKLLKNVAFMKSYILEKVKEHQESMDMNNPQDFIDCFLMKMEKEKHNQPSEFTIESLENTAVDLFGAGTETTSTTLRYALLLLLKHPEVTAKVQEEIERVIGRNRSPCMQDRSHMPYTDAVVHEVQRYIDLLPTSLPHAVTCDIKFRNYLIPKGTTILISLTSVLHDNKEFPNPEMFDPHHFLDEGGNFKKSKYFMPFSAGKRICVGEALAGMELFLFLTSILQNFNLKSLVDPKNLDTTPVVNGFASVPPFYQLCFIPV
# CYP2C9 inh – human CYP2C9 inhibition; P11712; CYP2C9 Supersomes, luciferin-H conversion, luminescence; inhibition, % at 5 µM; actives 20% (n = 96,000); AID 777;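 active means blocking of liver enzyme CYP2C9 beyond about 50% at 5 µM, limit read from the data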; further: values of inactives mirror those of a sister screen read the other way
# CD11b adhes inh – CD11b/CD18-fibrinogen binding inhibition; K562 CD11b/CD18 adhesion to fibrinogen, ATPlite luminescence; Mn2+ added to activate the integrin; inhibition, % at 10 µM; AID 1497; actives 0.54% (n = 93,000); P05107+P11215;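 active means primary inhibition of 50% or more at 10 µM, then 40% or more on retest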; further: some results filed as inactive read as strong as hits
# CYP2C19 inhib – human CYP2C19 inhibition | P33261 | CYP2C19 Supersomes, luciferin-H EGE luminescence, 30 min | inhibition, % at 5 µM | actives 21% (n = 96,000) | AID 778;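 active means CYP2C19 inhibition above a set limit at 5 µM in the primary screen, cut at about 50% in these data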;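 further: plate controls were negative control wells for no effect and 2.5 mM tranylcypromine positive control for full effect; values of inactives mirror those of a sister screen read the other way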
# Target sequence (P33261 whole entry, looked up): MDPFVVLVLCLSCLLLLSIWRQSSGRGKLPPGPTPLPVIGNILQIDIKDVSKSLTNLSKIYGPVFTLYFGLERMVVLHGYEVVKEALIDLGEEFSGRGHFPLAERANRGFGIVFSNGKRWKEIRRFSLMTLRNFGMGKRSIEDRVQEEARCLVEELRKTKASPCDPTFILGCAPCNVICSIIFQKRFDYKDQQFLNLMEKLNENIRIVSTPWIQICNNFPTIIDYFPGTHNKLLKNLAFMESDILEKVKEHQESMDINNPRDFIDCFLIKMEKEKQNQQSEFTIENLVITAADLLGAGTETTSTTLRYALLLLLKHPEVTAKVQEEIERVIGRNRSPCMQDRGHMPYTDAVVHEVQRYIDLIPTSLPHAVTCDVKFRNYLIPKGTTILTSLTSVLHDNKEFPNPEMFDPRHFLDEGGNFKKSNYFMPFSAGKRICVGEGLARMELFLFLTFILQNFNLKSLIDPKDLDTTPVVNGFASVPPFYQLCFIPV
# CD11b adhes enh – CD11b/CD18-fibrinogen binding enhancement. actives 0.07% (n = 93,000). activation, % at 10 µM. P05107+P11215. AID 1499. K562 CD11b/CD18 adhesion to fibrinogen, ATPlite luminescence;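 active means 10 µM primary screen giving 50% or more activity, confirmed by 40% or more on retest at that dose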; further: strong numbers were not always called active; reference of the scale not given here
# MT1-MMP txn act – activates MT1-MMP transcription. HT1080 MT1-MMP promoter luciferase reporter, luminescence, overnight; hits give high values. activation factor at 10 µM. actives 0.16% (n = 86,000). AID 750;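 active means activation factor of at least 2 for MT1-MMP transcription at 10 µM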
# PTK2B oligo ant – antagonists of human Pyk2 oligomerization; Q293 cells, Pyk2 FERM NanoBiT luminescence; hits give low values; actives 0.83% (n = 99,000); Q14289; z-score (the deposit names both 25 µM and 10 µM); AID 1347419;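 active means Z-score of -3 or lower, scaled per plate to the spread of control and sample wells; inactive means z-score above -3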;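 further: negative z-score means lost luminescence so less FERM oligomerization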
# CYP2C19 act – activators of human cytochrome P450 2C19 | P33261 | recombinant CYP2C19, luciferin-H EGE luminescence; hits give high values; 0 = fully inhibited enzyme, 1 = untreated enzyme | activation factor at 5 µM | 96,000 tested, under 10 active;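 active means activation factor of at least 2 at 5 µM in the primary screen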;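 further: 0 = wells with 2.5 mM tranylcypromine and 1 = vehicle-only wells; values of inactives mirror those of a sister screen read the other way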
# * hit, by the source's call; . = not tested or not shown.
PLAP activator | CYP2C9 act | CYP2C9 inh | CD11b adhes inh | CYP2C19 inhib | CD11b adhes enh | MT1-MMP txn act | PTK2B oligo ant | CYP2C19 act | SMILES
0.9 | 1 | -4 | -8 | -3 | -2 | 1.1 | 0.73 | 1 | CC(=O)NC(CCS(C)(=O)=O)C(=O)Nc1cccc(C(C)=O)c1 (centres undefined)
0.8 | 1.3 | -33 | -1 | 29 | -3 | 1.1 | . | 0.7 | Cc1ccc(C)c(NC(=S)NCc2cccn2C)c1
1.3 | 1 | 2 | 3 | 56* | 0 | 1.2 | 0.26 | 0.4 | CS(=O)(=O)N(CCc1ccccc1)CC(=O)NCC1CCCO1 (centres undefined)
1.1 | 0.6 | 43 | -10 | 55* | 3 | 1.1 | . | 0.4 | COCCN1C(=O)c2oc3ccccc3c(=O)c2C1c1cccc(O)c1 (centres undefined)
0.6 | 0.7 | 35 | 2 | 34 | -3 | . | -0.86 | 0.7 | Cc1c(C(C)(C)C)c(C=S)n2ccccc12
0.9 | 1.1 | -11 | 4 | -14 | -2 | 1 | 0.03 | 1.1 | CC(=O)c1cccc(NC(=O)NCCS(C)=O)c1 (centres undefined)
0.7 | 1 | -1 | -6 | -6 | 1 | 1.3 | 0.43 | 1.1 | CCSc1nnc(-c2cccs2)o1
1.4 | 1.1 | -14 | -1 | 24 | -5 | . | 0.11 | 0.8 | CCc1ccc(NC(=S)NC2CC3CCC(C2)N3Cc2ccco2)cc1 (centres undefined)
1 | 1.2 | -17 | -12 | -12 | -3 | 1.2 | 0.47 | 1.1 | COCc1cc(C)n(CC(=O)NC(C)c2ccccc2)c(=O)c1C#N (centres undefined)
. | 0.5 | 53* | 14 | 8 | 0 | 1 | -0.3 | 0.9 | CC(C)(C)n1nnnc1CN1C2CCC1CC(NC(=O)Nc1ccccc1)C2 (centres undefined)
1.2 | 0.8 | 15 | 9 | 0 | -1 | 1.1 | . | 1 | N#CC(C(=O)OC1CCCCC1)c1nc2ccccc2nc1N1CCCCC1 (centres undefined)
1.1 | 1 | -4 | 37 | 8 | -4 | 1.3 | 0.72 | 0.9 | CCOc1ccccc1Nc1ncccc1C(=O)N1CCCC1
1.2 | 1.3 | -26 | -15 | -4 | -2 | 1.3 | 0.6 | 1 | CCN1CCN(Cc2cc(=O)oc3cc(C)cc(C)c23)CC1
1.2 | 0.3 | 65* | 11 | 31 | 4 | 1.1 | 0.59 | 0.7 | CSCCC(NC(=O)c1ccco1)C(=O)OC(C)C(=O)NC(=O)NC1CCCCC1 (centres undefined)
1.4 | 0.4 | 59* | -8 | 66* | -1 | 1.1 | 1.5 | 0.3 | COC(=O)c1ccccc1NC(=O)C1CC(=O)N(C2CCCCC2)C1 (centres undefined)
1.5 | 0.9 | 6 | 12 | 19 | -3 | 1.4 | -0.2 | 0.8 | CCn1c(NC(=O)c2cccs2)nc2ccccc21
1 | 0.7 | 30 | 2 | 34 | -4 | 1.4 | 0.18 | 0.7 | COCC(=O)n1nc(-c2ccccc2)nc1NCc1ccc(F)cc1
1.5 | 0.2 | 76* | -4 | 98* | -1 | 1 | 1.2 | 0 | C(#Cc1ccccc1)CN1CCN(c2ccccn2)CC1
1.2 | 0.9 | 7 | -1 | 8 | -4 | 1.1 | 0.1 | 0.9 | CCCCn1nnc(NC(=O)COc2ccc(Cl)c(C)c2)n1
1.1 | 0.9 | 9 | 12 | 1 | -2 | . | -2.1 | 1 | O=[N+]([O-])c1cc2c(c(CSc3nnc(Nc4ccccc4)s3)c1)OCOC2
0.9 | 0.3 | 65* | 4 | 56* | 0 | 1 | -0.28 | 0.4 | CCC(=O)c1cc(-c2nc3ccccc3n2C)n(C)c1
0.9 | 1 | 3 | -9 | 14 | -4 | 1 | -0.23 | 0.9 | Cc1ccc(C(C)n2cc(C(=O)NCc3cccnc3)nn2)cc1 (centres undefined)
0.9 | 0.8 | 20 | -5 | 8 | 1 | 1.1 | 0.36 | 0.9 | COC(=O)c1c(C)oc2cc(Br)c(OCC(=O)C(C)(C)C)cc12
1.7 | 0.8 | 17 | 10 | 6 | -2 | . | 0.33 | 0.9 | CCCN1CCC2(CC1)C(C#N)=C(N)Oc1c2sc2nc(C)cc(C)c12
0.9 | 0.7 | 33 | -40 | 39 | -2 | 1.1 | -0.09 | 0.6 | COc1cccc(NC(=O)N(Cc2ccco2)C(C)c2cccs2)c1 (centres undefined)
0.9 | 1.1 | -10 | -2 | 61* | -1 | 1.1 | 0.84 | 0.4 | CNC(=O)CN(c1ccc(C(C)C)cc1)S(C)(=O)=O
1.1 | 1.4 | -39 | 10 | 7 | 0 | 1.5 | -1.3 | 0.9 | CCN(CC)C(=O)Oc1ccc2c(=O)c(-c3ccccc3)coc2c1
1 | 0.9 | 7 | -39 | -6 | -2 | . | -0.89 | 1.1 | O=C(Nc1ccc(N2CCOCC2)cc1)Nc1ccc(Cl)c(Cl)c1
1.1 | 0.8 | 23 | 16 | 10 | 1 | 1.6 | -0.45 | 0.9 | CCCCCCCOc1ccc(OC(=O)c2ccncc2)cc1
1.1 | 0.9 | 6 | 1 | 4 | 3 | 0.9 | -0.71 | 1 | CC1=C(C(N)=O)C(c2ccccn2)n2nc(SCc3ccccc3Cl)nc2N1 (centres undefined)
1 | 0.4 | 58* | 25 | 91* | -2 | 0.6 | -0.32 | 0.1 | COc1cc(CNc2ccc(C)c(C)c2)cc(OC)c1OC
1.2 | 2* | -103 | . | 19 | . | . | -0.04 | 0.8 | Cc1ccc(Nc2nc(-c3c(C)nc4ncccn34)cs2)cc1
0.7 | 1.1 | -5 | 4 | 26 | 3 | 0.7 | -1.1 | 0.7 | CCCSc1nnc(Sc2nnnn2-c2ccccc2)s1
1 | 1.1 | -8 | -19 | -2 | 4 | 1.1 | 0.45 | 1 | O=S1(=O)CCC(NCC2CCCO2)C1 (centres undefined)
1 | 1.4 | -36 | -13 | 100* | 4 | . | -0.45 | 0 | O=C1c2ccccc2C(=O)N1CCc1csc(-c2ccccc2)n1
0.8 | 0.9 | 13 | -2 | 4 | 13 | . | . | 1 | COC(=O)c1nc2ccc(C)cn2c1F
0.9 | 1.1 | -11 | -9 | -9 | 0 | 1.1 | 0.98 | 1.1 | C/C(CC1(O)C(=O)N(C)c2ccccc21)=N\O (centres undefined)
1 | 1 | -4 | -5 | -3 | 10 | 0.9 | 1.6 | 1 | CCOC(=O)N1CCN(C(=O)c2n[nH]c(=O)c3ccccc23)CC1
1 | 1.2 | -23 | -2 | -11 | 2 | 1.1 | . | 1.1 | Cc1cc(CN2C(=O)c3ccccc3C2=O)no1
1.6 | 1.1 | -10 | 3 | 58* | 0 | 1 | . | 0.4 | CC(Oc1ccc(Cl)cc1Cl)C(=O)NCCCN1CCOCC1 (centres undefined)
1.3 | 0.7 | 29 | -9 | 51* | -1 | 1.1 | 0.15 | 0.5 | CC1(C)Cc2noc(N)c2C(C)(C)N1OC(=O)c1scc2c1OCCO2
0.9 | 0.9 | 7 | -2 | 12 | -4 | 1.1 | -0.49 | 0.9 | CCOC(=O)CC1=CC(=O)Nc2ccccc2N1
1.4 | 0.9 | 7 | 0 | 41 | -1 | 1.2 | -0.04 | 0.6 | Cc1cc(C)c(C(=O)CSC2=NC(N)=C(C#N)C3(CCCCC3)C2C(N)=O)cc1C (centres undefined)
0.9 | 1.2 | -18 | 0 | 17 | 4 | 1.1 | 0.92 | 0.8 | Cc1cccc(CNC(=O)c2ccccc2N)c1
0.9 | 1 | 1 | -1 | 72* | -2 | 1.2 | 1.7 | 0.3 | COc1cccc(C(=O)CSc2nnnn2C)c1
1.1 | 1.1 | -9 | -6 | -9 | 0 | . | 0.02 | 1.1 | N#CCSc1ncnc2c1cnn2CCO
1.1 | 1 | -3 | 5 | -1 | -2 | 1.1 | 0.28 | 1 | CC(=O)N1CCc2cc(Br)cc(S(=O)(=O)NCCCN3CCC(C)CC3)c21
1.5 | 1 | 3 | 5 | -8 | 0 | 1.2 | 0.19 | 1.1 | Cc1nc(NS(=O)(=O)c2cccs2)c2c3c(sc2n1)CCC3
1 | 0.8 | 21 | . | -3 | . | 1.1 | 0.09 | 1 | CC1CCN(c2nc(-c3ccccc3O)nc3ccccc23)CC1
1.3 | 0 | 98* | . | 94* | . | 1.5 | 0.28 | 0.1 | CCN(CC)c1ccc(-c2nc3cnccn3c2NC2CCCC2)cc1
0.9 | 0.4 | 63* | -8 | 46 | -4 | 1 | 0.91 | 0.5 | COc1ccc(CCCc2nnc(SCC(=O)Nc3cc(C)ccc3C)o2)cc1
0.8 | 1 | 0 | -21 | -6 | 0 | . | 0.27 | 1.1 | CCCn1nnc(NC(=O)c2ccc(OC)cc2)n1
1 | 0.9 | 12 | -2 | 6 | -2 | . | 0.16 | 0.9 | Cc1nn(CC(=O)NCCCN2CCOCC2)c(C)c1[N+](=O)[O-]
1 | 1 | 2 | -1 | 86* | -7 | 1.3 | -0.44 | 0.1 | O=C(CN1CCC2(CC1)OCCO2)c1ccc2cc[nH]c2c1
1.3 | 0.8 | 24 | . | 28 | . | 1 | -0.52 | 0.7 | COc1ccc(OC)c(Nc2nc(-c3ccc(O)c(O)c3)cs2)c1
0.7 | 0.4 | 56* | 1 | 93* | -2 | 1 | -0.64 | 0.1 | Fc1ccc(CSc2nc3ccccc3[nH]2)cc1

# Rewritten with tabs: 13 of the compounds above.
SMILES	PLAP activator	CYP2C9 act	CYP2C9 inh	CD11b adhes inh	CYP2C19 inhib	CD11b adhes enh	MT1-MMP txn act	PTK2B oligo ant	CYP2C19 act
Cc1cccc(CNC(=O)c2ccccc2N)c1	0.9	1.2	-18	0	17	4	1.1	0.92	0.8
COc1cccc(C(=O)CSc2nnnn2C)c1	0.9	1	1	-1	72*	-2	1.2	1.7	0.3
N#CCSc1ncnc2c1cnn2CCO	1.1	1.1	-9	-6	-9	0	.	0.02	1.1
CC(=O)N1CCc2cc(Br)cc(S(=O)(=O)NCCCN3CCC(C)CC3)c21	1.1	1	-3	5	-1	-2	1.1	0.28	1
Cc1nc(NS(=O)(=O)c2cccs2)c2c3c(sc2n1)CCC3	1.5	1	3	5	-8	0	1.2	0.19	1.1
CC1CCN(c2nc(-c3ccccc3O)nc3ccccc23)CC1	1	0.8	21	.	-3	.	1.1	0.09	1
CCN(CC)c1ccc(-c2nc3cnccn3c2NC2CCCC2)cc1	1.3	0	98*	.	94*	.	1.5	0.28	0.1
COc1ccc(CCCc2nnc(SCC(=O)Nc3cc(C)ccc3C)o2)cc1	0.9	0.4	63*	-8	46	-4	1	0.91	0.5
CCCn1nnc(NC(=O)c2ccc(OC)cc2)n1	0.8	1	0	-21	-6	0	.	0.27	1.1
Cc1nn(CC(=O)NCCCN2CCOCC2)c(C)c1[N+](=O)[O-]	1	0.9	12	-2	6	-2	.	0.16	0.9
O=C(CN1CCC2(CC1)OCCO2)c1ccc2cc[nH]c2c1	1	1	2	-1	86*	-7	1.3	-0.44	0.1
COc1ccc(OC)c(Nc2nc(-c3ccc(O)c(O)c3)cs2)c1	1.3	0.8	24	.	28	.	1	-0.52	0.7
Fc1ccc(CSc2nc3ccccc3[nH]2)cc1	0.7	0.4	56*	1	93*	-2	1	-0.64	0.1

# New compounds follow:
PLAP activator | CYP2C9 act | CYP2C9 inh | CD11b adhes inh | CYP2C19 inhib | CD11b adhes enh | MT1-MMP txn act | PTK2B oligo ant | CYP2C19 act | SMILES
1 | 1 | -5 | -5 | 21 | 7 | 1.1 | -0.28 | 0.8 | CC1CCN(C(=O)CSc2nc3cccnc3n2C)CC1
1.1 | 1 | 4 | -6 | 0 | 3 | 1 | 0.99 | 1 | CCc1nnc(NC(=O)CSc2nnc(COc3ccccc3)n2-c2ccc(C)cc2)s1
1.6 | 0.7 | 28 | -11 | 13 | 7 | . | . | 0.9 | CCOC(=O)C(C)Oc1cccc2c(=O)n(CC(=O)N3CCN(C(=O)OCC)CC3)ccc12 (centres undefined)
1.1 | 0.8 | 21 | 4 | 5 | 0 | 1.4 | -1.7 | 1 | COc1cccc(N(C(=O)c2cccs2)c2nc3ccccc3s2)c1

# Screening results as filed in PubChem.
